# A549 tox = A549 cytotoxicity, counter-screen for Nrf2 inhibitors; A549 ARE-Fluc cells, CellTiter-Fluor viability, 18-24 h; Potency, µM (highest dose often 46 µM), for the others: at the top dose activity change, negative = cytotoxicity, usual class: inhibitors; hit rate 0.16% among 390,000; note: potency is the fitted concentration of half-maximal effect; % is set by controls: 0 for no effect and ±100 for the full control effect
#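 A549 ARE-Fluc cells in 5% FBS OPTI-MEM, 5000 cells/well, rested 2 h then exposed to compounds in concentration-response for 18-24 h at 37 °C. Viability by CellTiter-Fluor fluorescence (Ex 405/Em 525) after 30 min; luciferase luminescence (BugLite, 15 min, RT) read afterwards.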
# pAkt inh = blocks phosphorylation of Akt | Neuro2A IGF-stimulated pAkt S473 HTRF, 20 min; stronger effect = lower value | activity change, % for hits at 50 µM | hit rate 0.32% among 360,000 | AID 651550; in the data active = activity change below about -80%; inconclusive = mostly about -51% to -80%; note: % is set by controls: 0 for no effect and ±100 for the full control effect
#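 Single-point screen (50 µM final compound) in Neuro2A cells stimulated 20 min with 6 nM IGF at 37 deg C. After lysis, Ser473-phosphorylated Akt read by HTRF (ex 330 nm, em 615/665 nm) as the 665/615 ratio.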
# CCT modulator = modulators of cytosolic chaperonin (CCT/TRiC) activity | purified chaperonin ATPase assay, HTRF ADP detection, 30 min | activity change, % (concentration not given with the values), hits read low | hit rate 0.3% among 360,000 | AID 651819; in the data active = activity change below about -30%; note: % is set by controls: 0 for no effect and ±100 for the full control effect
#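 ATPase activity: ADP formed was measured by HTRF Transcreener (665/615 nm ratio) after 30 min at 37 deg C with 10 uM ATP. Compounds screened at one 76 uM concentration against 40 or 20 nM TRiC in Tris pH 7.4/KCl/MgCl2/DTT buffer.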
# MmCpn inh = M. maripaludis TRiC chaperonin inhibition | purified Mm-Cpn ATPase, ADP Transcreener TR-FRET | Potency, µM (doses to about 76.9 µM), for inactives: top-dose activity, negative = inhibition, actives largely listed as inhibitors | hit rate 0.031% among 330,000 | AID 504842; note: potency is the fitted concentration of half-maximal effect; % is set by controls: 0 for no effect and ±100 for the full control effect; nearly all actives have a fitted effect of over 80% in size
#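 25 nM Mm-CPN + cpd, 10 min 37°C; + 10 uM ATP, 30 min 37°C; buffer 30 mM Tris pH 7.4, 100 mM KCl, 5 mM MgCl2, 1 mM DTT; Transcreener ADP HTRF detection 30 min RT.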
# TGFb SMAD3 inh = blocks TGF-b signaling; HepG2 CAGA-GFP TGF-b/SMAD3 reporter, GFP fluorescence, 18 h; TGF-beta stimulated, 500 pg/mL final; Potency, µM (doses to about 46.1 µM), for inactives: top-dose activity, negative = inhibition, hits mostly inhibitors; hit rate 1.2% among 410,000; AID 588855; note: potency is the fitted concentration of half-maximal effect; % is set by controls: 0 for no effect and ±100 for the full control effect; nearly all actives have a fitted effect of over 65% in size
#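 First, reporter cells (HEPG2 CAGA-GFP) rested 2 h at 37 degrees C. Next, compounds were pinned in and TGF-beta added to 500 pg/mL final. After 18 h, GFP was imaged per cell and summed per well.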
# EPAC2 antagonist = antagonists of human EPAC2; EPAC2 GEF exchange of Rap1B-BODIPY-GDP, fluorescence; hit rate 0.18% among 360,000; Potency, µM (doses to about 114 µM), for the others: at the highest dose activity, negative = inhibition, hits mostly inhibitors; Q8WZA2; AID 720708; note: potency is the fitted concentration of half-maximal effect; % is set by controls: 0 for no effect and ±100 for the full control effect; nearly all actives have a fitted effect of over 45% in size; many of its hits are not listed in these tables
# Target sequence (Q8WZA2 whole entry, looked up): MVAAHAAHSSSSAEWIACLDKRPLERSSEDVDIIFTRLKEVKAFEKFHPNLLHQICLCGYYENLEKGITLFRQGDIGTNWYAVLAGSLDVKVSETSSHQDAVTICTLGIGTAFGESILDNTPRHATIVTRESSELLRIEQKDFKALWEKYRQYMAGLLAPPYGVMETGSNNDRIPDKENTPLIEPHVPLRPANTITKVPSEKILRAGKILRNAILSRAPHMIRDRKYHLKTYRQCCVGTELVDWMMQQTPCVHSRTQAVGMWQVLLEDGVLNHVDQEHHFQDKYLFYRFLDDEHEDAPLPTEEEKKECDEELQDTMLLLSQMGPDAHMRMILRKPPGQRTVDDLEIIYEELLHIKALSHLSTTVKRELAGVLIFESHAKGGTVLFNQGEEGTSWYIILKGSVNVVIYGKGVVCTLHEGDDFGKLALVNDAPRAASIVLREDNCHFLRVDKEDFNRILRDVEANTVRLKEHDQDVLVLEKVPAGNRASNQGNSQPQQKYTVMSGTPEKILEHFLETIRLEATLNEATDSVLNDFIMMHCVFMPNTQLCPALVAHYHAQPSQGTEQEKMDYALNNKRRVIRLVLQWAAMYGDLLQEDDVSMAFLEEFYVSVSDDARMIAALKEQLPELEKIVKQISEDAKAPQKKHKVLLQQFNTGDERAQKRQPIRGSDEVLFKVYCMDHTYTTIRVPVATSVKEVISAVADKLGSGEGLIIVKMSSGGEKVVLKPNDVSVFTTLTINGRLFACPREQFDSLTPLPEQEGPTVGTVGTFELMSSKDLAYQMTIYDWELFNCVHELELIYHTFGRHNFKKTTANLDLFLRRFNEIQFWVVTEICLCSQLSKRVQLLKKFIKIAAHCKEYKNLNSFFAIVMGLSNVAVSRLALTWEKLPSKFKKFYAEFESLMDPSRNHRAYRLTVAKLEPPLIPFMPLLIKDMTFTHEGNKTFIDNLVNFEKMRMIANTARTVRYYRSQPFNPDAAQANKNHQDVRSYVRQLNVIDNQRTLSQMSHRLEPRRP
# Nrf2 ARE act = Nrf2 pathway activation; AID 624171; hit rate 0.31% among 410,000; AREc32 ARE-luciferase reporter (MCF7-derived line), luminescence, 24 h; Potency, µM (highest dose often 46.1 µM), for the others: top-dose activation, hits mostly activators; note: potency is the fitted concentration of half-maximal effect; % of control where 0% means no effect; nearly all actives have a fitted effect of over 65% in size
#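 For detection, Steady-Glo was added and plates sat 30 min at RT; before that, AREc32_Fluc cells grown overnight in OPTI-MEM/5% FBS had been treated with 23 nL compound for 24 hr at 37 deg C.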
# Nrf2 block = blocks Nrf2 signaling; hit rate 2.1% among 360,000; A549 ARE-Fluc reporter, luciferase luminescence, 18-24 h; Potency, µM (doses to about 46 µM), without a hit: at the highest dose activity change, negative = inhibition, usual class: inhibitors; note: potency is the fitted concentration of half-maximal effect; % is set by controls: 0 for no effect and ±100 for the full control effect; nearly all actives have a fitted effect of over 60% in size
#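 Reporter: ARE-Fluc in A549. Exposure: 18-24 h, 37 °C, 5% CO2, 5% FBS OPTI-MEM. Readouts: fluorescent cytotoxicity (CellTiter-Fluor), then luminescent Nrf2 signal after BugLite.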
# EPAC2 agonist = activates human EPAC2 exchange factor; Q8WZA2; EPAC2 activation, biochemical qHTS; response scale: 100% = 6.5 mM cAMP response; Potency, µM (highest dose often 154 µM), without a hit: top-dose activation, usual class: activators; hit rate 0.079% among 360,000; AID 720711; note: potency is the fitted concentration of half-maximal effect; nearly all actives have a fitted effect of over 50% in size
#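 Nucleotide exchange monitored as fluorescence drop when BODIPY-GDP leaves Rap1B. Reaction: 100 nM EPAC2, 250 nM RAP1B-BODIPY-GDP, 50 uM GDP, room temperature, kinetic read over 30 min. Activity expressed relative to 6.5 mM cAMP.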
# * marks the source's active call; other numbers are inactive results; i = inactive; ? = inconclusive; . = not tested or not shown; [ ] = dose if it differs, or a comment. Unless noted, calls come from the whole dose curve; as a rule, active = well fitted curve in the direction sought with a large enough effect; inconclusive = small, poorly fitted or top-dose-only effect, or another doubt; inactive = no such curve, though single readings can be large; an effect the other way counts as inactive or inconclusive. Some of the compounds tested; rates above refer to the full screens.
SMILES,A549 tox,pAkt inh,CCT modulator,MmCpn inh,TGFb SMAD3 inh,EPAC2 antagonist,Nrf2 ARE act,Nrf2 block,EPAC2 agonist
CCOC(=O)COn1c(=O)c(-c2ccc(Cl)cc2)[n+]([O-])c2ccccc21,2%,i,-1.6,-7%,4%,0%,-0.3%,0%,3%
COc1ccc(C(=O)/C=C/c2ccc(OC)cc2OC)c(O)c1,3%,i,0.3,.,6%,4%,?,5%,9%
CC(=O)Nc1ccc(C(=O)NNC(=O)C2C3CCCCC32)cc1 (stereo not given),2%,i,-0.2,-5%,36%[activator],-7%,-0.1%,11%,-3%
COc1ccc(N2CCN(C(=O)C(=O)c3c(C)[nH]c4ccccc34)CC2)cc1,1%,i,0.8,-2%,30%,3%,-0.2%,0%,10%
Cc1cc(NC(=O)CCN2C(=O)/C(=C/c3ccccc3Cl)SC2=S)no1,1%,i,-0.5,-1%,10%,5%,-0.3%,0%,10%
Cc1ccc(N=CNc2ccc(C)cc2C)c(C)c1,-13%,i,-1.7,-2%,-9%,-2%,0.3%,3%,6%
O=C(Nc1nc2ccccc2s1)c1ccccc1,-3%,i,-1.4,-1%,-4%,-3%,?,?,8%
CCOc1ccccc1NC(=O)N1CCN(S(C)(=O)=O)CC1,5%,i,0.7,6%,14%,6%,0.4%,23%,7%
COc1ccccc1NS(=O)(=O)c1ccc(C)c(C(=O)NCC2CCCO2)c1 (stereo not given),-4%,i,1.5,3%,-6%,1%,-0.1%,14%,-7%
CC1CC(C)CN(C(=O)COC(=O)COc2ccccc2C#N)C1 (stereo not given),-11%,i,-3.8,-8%,-2%,2%,-0.5%,-5%,7%
O=C(O)c1ccc(C2NCC(c3ccccc3Cl)c3c2[nH]c2ccccc32)cc1 (stereo not given),-8%,i,-0.2,1%,2%,?,0.3%,0%,-5%
Cc1ccc(NC(=O)Cn2c(-c3nonc3N)nc3ccccc32)c(Br)c1,5%,.,.,.,0%,.,0.2%,-9%,.
C=CCN1C(=O)C(O)(CC(=O)c2ccc(N)cc2)c2ccccc21 (stereo not given),7%,i,-3.6,0%,10%,3%,1.5%,10%,2%
O=C(C[n+]1ccccc1)N/N=C/c1ccc(Cl)c(Cl)c1,2%,i,-2.6,0%,-5%,10%,-0.5%,-15%,17%
Cc1cc(C)c2oc(-c3ccc(Cl)c(NC(=O)c4cccs4)c3)nc2c1,2%,.,.,.,8%,.,?,?,.
CC(=O)N1CCC(N(CCN2CCOCC2)C(=O)Nc2ccc(Cl)c(Cl)c2)CC1,-5%,i,-0.1,.,-1%,6%,3.1%,16%,-1%
CC(C)CC1C(C#N)=C(N)OC2=C1C(=O)CC(c1ccccc1)C2 (stereo not given),0%,i,-1.8,-2%,-9%,-24%,2.5%,?,11%
CCN(C(=O)COC(=O)CSc1ccc(C)c(C)c1)C1CCS(=O)(=O)C1 (stereo not given),5%,i,-1.5,4%,9%,-4%,-0.4%,-1%,5%
CCN(CC(=O)Nc1sc2c(c1C#N)CCCC2)CC(=O)NC1CCS(=O)(=O)C1 (stereo not given),0%,i,-0.7,1%,4%,3%,0.1%,4%,1%
O=C(/C=C\c1ccco1)Nc1nc(-c2ccccc2)cs1,0%,i,-5.1,-2%,0%,-4%,8.8%,11%,3%
O=C1c2cccc3c(Nc4ccccc4Cl)c([N+](=O)[O-])cc(c23)C(=O)N1CCO,.,i,-1.0,-2%,?,-1%,7.1%,13µM*,1%
Cc1ccc(C(=O)NNC(=O)c2csc(N3CCOCC3)n2)s1,-1%,i,-2.3,-2%,-16%,-7%,0.7%,3%,0%
Cc1cc(C)c(NS(=O)(=O)c2ccc3c(c2)NC(=O)CC(=O)N3)c(C)c1,6%,i,-3.1,1%,-4%,0%,0.3%,-16%,5%
O=C(Cc1cccc2ccccc12)NNC(=O)c1cccs1,11%,i,-1.6,1%,25%,1%,0.5%,1%,8%
COc1cc2c(-c3ccc4cc[nH]c4c3)c(-c3ccc(C#N)cc3)oc(=O)c2cc1OC,-12%,i,-5.7,-6%,?,0%,0.8%,-18%,9%
O=[N+]([O-])/C=C1/CCCCCN1,7%,i,4.2,2%,3%,-1%,-0.6%,8%,-5%
COC(=O)/C=C(\C)N=Nc1c(O)[nH]c2ccccc12,-11%,i,-9.3,0%,?,-6%,?,4%,5%
COc1ccc(CNC(=O)CN(C(=O)c2snc(C(N)=O)c2N)c2ccccc2F)cc1,-11%,i,-2.8,-1%,0%,-10%,2.9%,-26%,12%
COC(=O)c1ccc(NC(=O)c2ccc(N(C)S(C)(=O)=O)cc2)cc1,-7%,i,0.6,-5%,-11%,8%,-0.2%,?,1%
CC(=O)N1CCOc2ccc(S(=O)(=O)Nc3cccc(C)n3)cc21,0%,i,7.4,0%,18%,2%,0.2%,3%,-4%
COP(=O)(OC)C(=NNS(=O)(=O)c1ccc(C)cc1)c1ccccc1,.,i,-3.0,.,4%,4%,-0.3%,.,18%
Cc1ccc(/C=N/c2sc3c(c2C#N)CCCCC3)o1,-18%,i,1.3,0%,18%,11%,6.0%,?,13%
CCOc1ccc(-c2nnc(-c3ccco3)o2)cc1,-4%,i,3.8,-2%,12%,11%,-1.7%,?,-3%
CCN(CC)CCN1C(=O)C2C3c4ccccc4C(c4ccccc43)C2C1=O (stereo not given),0%,i,0.3,1%,4%,-1%,0.5%,5%,0%
Cc1cccc(NC(=O)Nc2cccc3ccccc23)c1,1%,i,0.7,-3%,-19%,1%,-0.4%,-14%,10%
Cc1ccc(OCc2nnc(SCC(=O)NCc3ccco3)n2C)cc1,2%,i,-3.0,-1%,15%,3%,0.3%,-8%,3%
CCc1ccc(OCc2nnc(SCCN3CCOCC3)n2CC)cc1,.,i,-2.2,0%,0%,-5%,0.3%,6%,5%
Cc1ccccc1NC(=S)N1CCC(NC(=O)c2ccco2)CC1,6%,i,-0.4,0%,1%,-4%,-0.3%,0%,6%
O=c1cc(/N=C/c2coc3c(ccc4ccccc43)c2=O)[nH]c(=S)[nH]1,-2%,i,-0.9,1%,-5%,5%,4.6%,12%,-3%
Cc1ccc(C)c(N2CCN(C(=O)CCS(=O)(=O)c3ccc4c(c3)CCN4C(=O)C3CC3)CC2)c1,-4%,i,1.5,-1%,-22%,-21%,-0.4%,26µM*,5%
c1ccc2cc(CSCc3nc4ccccc4[nH]3)ccc2c1,15%,i,-0.9,-2%,?,20%,4.9%,-19%,22%
O=C1C(Cl)=C(N2CCOCC2)C(=O)N1c1cccc(C(F)(F)F)c1,-7%,i,0.6,0%,5%,10%,?,-9%,-2%
C=CCNC(=O)c1cccc2c1C(=O)c1ccc(N3CCOCC3)cc1S2(=O)=O,?,i,-0.3,1%,1%,7%,0.6%,12%,6%
CC(C)c1nc(NCc2ccccc2)c(C#N)c2c1CCCC2,16%,i,0.1,1%,-4%,1%,-0.8%,?,2%
CCN(CC(=O)Nc1cc(Cl)ccc1C)C(=O)c1oc2ccc(OC)cc2c1C,4%,i,-8.0,-14%,-9%,-6%,0.2%,-10%,19%
Cc1cc(OCC(=O)N2CCCC2)cc(C)c1Cl,8%,i,1.2,1%,-16%,13%,0.1%,11%,-4%
CCOc1ccc2nc(SC3CC(=O)N(c4cccc(OC)c4)C3=O)sc2c1 (stereo not given),-4%,i,-2.0,-6%,8%,-5%,-0.9%[9.22 µM],10%,5%
COc1cc(/C(C#N)=C/c2ccccc2)c([N+](=O)[O-])cc1OC,8%,i,0.1,-3%,-6%,4%,28%,-7%,-2%

# A draw from above in order of SMILES length, ascending.
SMILES,A549 tox,pAkt inh,CCT modulator,MmCpn inh,TGFb SMAD3 inh,EPAC2 antagonist,Nrf2 ARE act,Nrf2 block,EPAC2 agonist
O=C(Nc1nc2ccccc2s1)c1ccccc1,-3%,i,-1.4,-1%,-4%,-3%,?,?,8%
CCN(CC)CCN1C(=O)C2C3c4ccccc4C(c4ccccc43)C2C1=O (stereo not given),0%,i,0.3,1%,4%,-1%,0.5%,5%,0%
COC(=O)c1ccc(NC(=O)c2ccc(N(C)S(C)(=O)=O)cc2)cc1,-7%,i,0.6,-5%,-11%,8%,-0.2%,?,1%
O=C(O)c1ccc(C2NCC(c3ccccc3Cl)c3c2[nH]c2ccccc32)cc1 (stereo not given),-8%,i,-0.2,1%,2%,?,0.3%,0%,-5%

# More records
SMILES,A549 tox,pAkt inh,CCT modulator,MmCpn inh,TGFb SMAD3 inh,EPAC2 antagonist,Nrf2 ARE act,Nrf2 block,EPAC2 agonist
COCCN1CCN(C(=O)C2CCC(=O)N(Cc3ccccc3F)C2)CC1 (stereo not given),-3%,i,-2.4,0%,11%,5%,0.3%,8%,-2%
CC(C)C(NC(=O)c1ccc2c(c1)OCO2)C(=O)N/N=C/c1cccs1 (stereo not given),-2%,i,-0.5,-1%,-6%,17%,2.9%,3%,-1%
O=C(N/N=C/C=C/c1ccc2c(c1)OCO2)C(O)c1ccccc1 (stereo not given),6%,i,-1.7,1%,35%[activator],-5%,1.6%,18%,9%
C/C(=N\NC(=O)Cc1csc(N2CCOCC2)n1)c1ccccc1,-3%,.,-0.2,0%,-14%,5%,0.4%,?,4%
CC(NC(=O)CCNS(=O)(=O)c1ccc2c(c1)c(=O)n(C)c(=O)n2C)c1ccccc1 (stereo not given),0%,i,-1.0,-11%,0%,7%,0.1%,10%,7%
COc1ccc(OC)c(-n2nnnc2SCC(=O)Nc2cc(C)ccc2OC)c1,1%,i,-1.4,-2%,-10%,-2%,0.5%,19%,1%

# Screens deposited in PubChem BioAssay by National Center for Advancing Translational Sciences (NCATS).
